S100A4 inh HTS: inhibitors of S100A4-myosin IIA peptide binding, primary screen, biochemical, fluorescence polarization, TAMRA-MyoIIA peptide; 0.14% of 360,000 active; inhibition, % at 10.7 µM;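 active = mean inhibition of at least 70% across replicates, with every replicate also reaching that level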
Target sequence (P26447 whole entry, looked up): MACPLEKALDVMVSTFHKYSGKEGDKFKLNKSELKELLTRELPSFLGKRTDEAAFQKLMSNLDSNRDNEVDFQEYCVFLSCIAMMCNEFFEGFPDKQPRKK
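Compound dosing: one dose per compound; test system: human S100A4 monomer with TAMRA-labelled myosin IIA peptide; probe or stimulus: TAMRA-labelled myosin IIA heavy-chain peptide probe, 5 nM; medium: HEPES buffer with Ca2+, pH 7.2; schedule: 5 min incubation before reading; benchmarks: neutral control DMSO, positive control TFP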
CASP6 VEID inh: human caspase-6 inhibitors, primary screen, biochemical, VEID-R110 fluorescence, single point, set 2 | P55212 | purified caspase-6, Z-VEID-R110 cleavage fluorescence | inhibition, % at 12.5 µM | 0.53% of 350,000 active | AID 686996, 2013;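 active = mean inhibition across replicates at least about 35%, with every replicate also reaching that limit, limit read from the data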;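 note: 0% = median of neutral control wells and 100% = no fluorescence left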
Target sequence (P55212 24-179 limits assumed): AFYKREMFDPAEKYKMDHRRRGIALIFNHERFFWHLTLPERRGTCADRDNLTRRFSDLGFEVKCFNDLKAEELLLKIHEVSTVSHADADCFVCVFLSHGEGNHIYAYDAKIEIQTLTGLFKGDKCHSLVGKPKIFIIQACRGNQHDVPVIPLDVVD
Target sequence (P55212 194-293 limits assumed): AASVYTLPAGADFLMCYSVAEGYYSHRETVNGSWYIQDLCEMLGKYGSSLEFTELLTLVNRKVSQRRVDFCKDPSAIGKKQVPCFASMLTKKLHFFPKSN
LGR2 inh: inhibitors of bursicon-induced LGR2 CRE-luciferase signal, primary screen, cell-based, HEK293, CRE-luciferase reporter, bursicon stimulation; inhibition, % at 9.99 µM; 0.35% of 380,000 active; bursicon-stimulated, 4 h; Drosophila bursicon receptor LGR2 (rickets);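 active = drop in luminescence signal, shown as inhibition above about 50% in the replicate tests, limit read from the data, passing the limit was not always enough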;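 note: agonist challenge used bursicon conditioned medium at about half maximal strength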
FN deposition inh: inhibitors of fibronectin matrix deposition, primary screen, AH1F cells, Alexa488-fibronectin fluorescence, plate reader. AH1F fibroblasts, overnight. inhibition, % at 12.6 µM. 0.086% of 350,000 active. AID 743247, 2014;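 active = mean inhibition across replicates of 30% or more, regardless of how many single replicates reach that level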;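 note: positive control wells lacked labelled fibronectin entirely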
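Test system: AH1F fibroblast monolayer depositing Alexa488-labelled fibronectin into matrix. Input: 10000 cells per well. Technique: fluorescence, ex 485 nm, em 525 nm. Buffer or medium: DMEM plus 2% serum, read in PBS. Timing: 1 h cell adhesion before compound, then overnight fibronectin incubation. Compound: single dose, pinned. Read-out basis: inhibition from reduced deposited-fibronectin fluorescence.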
Statin myotox sup: suppressors of statin myotoxicity in C2C12 myotubes, primary screen, cell-based, single point, plate reader; 0.78% of 330,000 active; C2C12 myotubes + simvastatin, ATP luminescence, 48 h; scaled: DMSO 0, geranylgeraniol control 100; rescue of ATP level, % at 7.49 µM;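 active = mean ATP rescue above about 67%, or every replicate alone reaching that limit, limit read from the data, passing the limit was not always enough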;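 note: myotubes were challenged with 10 µM simvastatin during compound exposure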
SIRT5 block: SIRT5 desuccinylase inhibitors, primary screen, biochemical, fluorescence imaging, single point, set 5; NAD-dependent protein deacylase sirtuin-5, mitochondrial (Homo sapiens), Q9NXA8; inhibition, % at 15 µM; Purified SirT5, succinyl-peptide AMC, trypsin-coupled fluorescence; 1.1% of 330,000 active; AID 652115, 2013; in the data active = inhibition above about 15%
Target sequence (Q9NXA8 whole entry, looked up): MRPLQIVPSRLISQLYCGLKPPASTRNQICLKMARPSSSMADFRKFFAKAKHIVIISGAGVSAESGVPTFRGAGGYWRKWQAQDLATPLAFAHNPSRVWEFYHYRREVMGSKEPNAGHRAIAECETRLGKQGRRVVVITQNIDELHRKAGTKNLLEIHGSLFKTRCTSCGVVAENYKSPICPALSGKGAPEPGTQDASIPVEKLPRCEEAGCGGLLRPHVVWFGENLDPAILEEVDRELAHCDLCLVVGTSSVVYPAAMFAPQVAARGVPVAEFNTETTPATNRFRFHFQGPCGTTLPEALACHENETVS
esBAF inh: Bmi1 luciferase reporter increase in mESCs, primary screen, esBAF inhibitor project, mouse ES cells, Bmi1 luciferase knock-in, single point. AID 602393, 2012. reporter increase, % at 12.5 µM. 24 h; 100% = twice the neutral-well signal. 2% of 350,000 active; in the data active = activation above about 40%;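 note: 0% = median of the plate's neutral control wells and 100% = double that signal; a rise in the Bmi1 reporter signal indicates esBAF inhibition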
* hit, by the source's call; · = not tested or not shown. Only part of the results is shown; count on the stated rates, not on these rows.

Compound,S100A4 inh HTS,CASP6 VEID inh,LGR2 inh,FN deposition inh,Statin myotox sup,SIRT5 block,esBAF inh
Cc1ccc(C(=O)OCC(=O)NCCc2ccc(F)cc2)cc1S(=O)(=O)N1CCOCC1,5,-2,3,10,-2,-4,-12
CC(/C=N\NC(=O)c1ccc2c(c1)OCO2)c1ccccc1 (configuration not stated),-6,-4,12,-2,3,-4,7
O=C(CSc1nnc(CNc2ccc(F)cc2)n1Cc1ccco1)N1CCOCC1,·,·,·,5,13,·,-2
Cc1ccccc1NC(=O)C(=O)NCC1CCCN1S(=O)(=O)c1cccs1 (configuration not stated),-5,0,-8,3,5,-3,23
C/C=C/c1ccc([C@H]2[C@@H](CO)N(C(=O)CC)[C@@H]2CN(C)C(=O)NC(C)C)cc1,0,0,-5,-11,·,18*,·
O=C(O)c1cc(O)ccc1NC(=O)c1cccc2ccccc12,-13,6,8,6,·,-4,·
CCOC(=O)N1CCN(C(=O)c2cccc(S(=O)(=O)Nc3ccc(F)cc3)c2)CC1,-2,7,14,-2,·,-3,·
O=C(c1ccc(S(=O)(=O)N2CCc3ccccc3C2)cc1)N1CCCCC1,-4,-4,-20,-35,6,-4,11
C=CCOC(Cn1ccnc1)c1ccc(Cl)cc1Cl (configuration not stated),-3,-2,-13,·,0,-1,4
CC(Oc1ccccc1)C(=O)Nc1ccccc1F (configuration not stated),-6,0,13,·,-19,1,-3
C[C@@H]1CN([C@H](C)CO)C(=O)c2cc(NS(=O)(=O)c3cccs3)ccc2O[C@H]1CN(C)S(=O)(=O)c1ccc(Cl)cc1,0,-3,·,-6,42,-2,1
Cn1c(-c2ccccc2)nc2cnccc21,-7,-2,-9,3,·,0,·
c1coc(CNc2ncnc3c2oc2ccccc23)c1,·,·,·,-8,4,·,-4
c1ccc(CCN2CN=C(Nc3nc4ccccc4o3)NC2)cc1,·,·,-66,-6,-5,·,46*
Cc1ccc2c(c1)cc(CN(Cc1ccco1)S(=O)(=O)c1ccccc1)c1nnnn12,·,·,·,7,-20,·,-22
CN(C)C(=O)[C@H]1[C@H](CO)[C@H]2Cn3c(ccc(C4=CCCC4)c3=O)[C@@H]1N2Cc1cccnc1,8,-6,0,·,11,-10,-4
O=C(NCc1cccs1)c1cccc2c(-c3cccnc3)coc12,2,5,-14,15,-58,·,35
Cc1ccccc1CC1(CO)CCCN(Cc2c(C)nn(C)c2Cl)C1 (configuration not stated),-23,2,-29,-2,·,1,·
COCCN1C(=O)c2ccccc2C(C(=O)NCCN(C)C)C1c1ccc(F)cc1 (configuration not stated),·,·,·,-2,2,·,-3
Cc1ccc(NC(=O)N2CCCC2)cc1Cl,1,-1,0,-4,·,0,·
Cc1cc(C(=O)Nc2cccc3c2O[C@@H](CN(C)C(=O)Nc2cccc4ccccc24)[C@H](C)CN([C@@H](C)CO)C3=O)n(C)n1,3,-2,11,·,7,-3,1
CN1C(=O)/C(=C/c2ccc(OCc3ccc(F)cc3)cc2)NC1=S,0,-1,-5,-12,-2,-1,4
O=C(C[C@H]1CC[C@H]2[C@@H](COC[C@H](O)CN2Cc2ccccc2F)O1)N[C@@H]1CCN(Cc2ccccc2)C1,10,0,2,-3,3,-2,-6
Cn1c(=O)oc2cc(S(=O)(=O)NCCC(=O)N3CCN(c4ccccc4F)CC3)ccc21,-16,10,-31,-20,7,-4,-1
CN(CCNC(=O)c1cn(C)c2ccc(S(=O)(=O)N3CCCC3)cc2c1=O)CCc1ccccc1,-16,4,-7,·,-9,-5,-4
CN(C)Cc1c(C(=O)N/N=C/c2ccc(-c3ccccc3)cc2)nnn1-c1nonc1N,0,-1,10,-5,2,7,-6
O=C(Cc1ccc(S(=O)(=O)N2CCCC2)s1)N1CCN(c2ccc(F)cc2)CC1,2,-5,-35,-11,·,-1,·
Cc1[nH]c(-c2ccc(F)cc2)cc1C(=O)N1CCN(c2cccc(Cl)c2)CC1,-23,-2,1,-8,12,-4,4
Cc1ccc(CS(=O)Cc2ccc(C(=O)N3CCN(c4cccc(C)c4C)CC3)o2)cc1 (configuration not stated),2,-1,1,11,·,1,·
O=C(COc1ccc2ccccc2c1)NNC(=O)Cc1ccccc1,1,-5,·,2,-8,-3,4
COc1ccc(NC(=O)C2(C)Cc3c(-c4cccc(C(F)(F)F)c4)ccnc3O2)cc1OC (configuration not stated),-3,4,-2,10,-1,-3,-1
C[C@H]1CN([C@@H](C)CO)C(=O)c2cc(N(C)C)ccc2O[C@@H]1CN(C)Cc1ccc(C(=O)O)cc1,·,·,-23,·,-20,·,-5
Cc1ccc(N(CC(O)CN2CCOCC2)S(=O)(=O)c2ccc([N+](=O)[O-])cc2)cc1 (configuration not stated),2,5,4,-1,-1,-3,-5
COc1ccc(CNCC(O)(c2ccccc2)c2ccccc2)cc1OC,-1,1,3,4,·,2,·
COc1ccc(N2CCN(C(=O)c3ccncc3)CC2)cc1,·,·,0,6,7,·,-5
Cc1cnc(-c2nc3ccccc3n2C(C(=O)NC(C)(C)C)c2ccncc2)cn1 (configuration not stated),-10,2,-30,-3,·,1,·

Some of the entries above in another layout.
Compound: Cc1cnc(-c2nc3ccccc3n2C(C(=O)NC(C)(C)C)c2ccncc2)cn1 (configuration not stated)
  S100A4 inh HTS: -10; CASP6 VEID inh: 2; LGR2 inh: -30; FN deposition inh: -3; Statin myotox sup: ·; SIRT5 block: 1; esBAF inh: ·

Compound: CN(C)Cc1c(C(=O)N/N=C/c2ccc(-c3ccccc3)cc2)nnn1-c1nonc1N
  S100A4 inh HTS: 0; CASP6 VEID inh: -1; LGR2 inh: 10; FN deposition inh: -5; Statin myotox sup: 2; SIRT5 block: 7; esBAF inh: -6

Compound: C[C@H]1CN([C@@H](C)CO)C(=O)c2cc(N(C)C)ccc2O[C@@H]1CN(C)Cc1ccc(C(=O)O)cc1
  S100A4 inh HTS: ·; CASP6 VEID inh: ·; LGR2 inh: -23; FN deposition inh: ·; Statin myotox sup: -20; SIRT5 block: ·; esBAF inh: -5

Shown as labelled records: four of the compounds above.
SMILES: CCOC(=O)N1CCN(C(=O)c2cccc(S(=O)(=O)Nc3ccc(F)cc3)c2)CC1
  S100A4 inh HTS: -2; CASP6 VEID inh: 7; LGR2 inh: 14; FN deposition inh: -2; Statin myotox sup: ·; SIRT5 block: -3; esBAF inh: ·
SMILES: O=C(c1ccc(S(=O)(=O)N2CCc3ccccc3C2)cc1)N1CCCCC1
  S100A4 inh HTS: -4; CASP6 VEID inh: -4; LGR2 inh: -20; FN deposition inh: -35; Statin myotox sup: 6; SIRT5 block: -4; esBAF inh: 11
SMILES: C=CCOC(Cn1ccnc1)c1ccc(Cl)cc1Cl (configuration not stated)
  S100A4 inh HTS: -3; CASP6 VEID inh: -2; LGR2 inh: -13; FN deposition inh: ·; Statin myotox sup: 0; SIRT5 block: -1; esBAF inh: 4
SMILES: CC(Oc1ccccc1)C(=O)Nc1ccccc1F (configuration not stated)
  S100A4 inh HTS: -6; CASP6 VEID inh: 0; LGR2 inh: 13; FN deposition inh: ·; Statin myotox sup: -19; SIRT5 block: 1; esBAF inh: -3

Next section
Compound,S100A4 inh HTS,CASP6 VEID inh,LGR2 inh,FN deposition inh,Statin myotox sup,SIRT5 block,esBAF inh
C=CCn1cc(C(=O)NCc2cccnc2)c(=O)c2cc(S(=O)(=O)N(CC)CC)ccc21,2,-3,-11,1,-3,·,-4
O=C(CSc1nnc(CNC(=O)c2ccco2)o1)Nc1cccc(F)c1,4,1,4,4,0,-1,-7
Cc1ccc(C(C)(C)NC(=O)C2CCC(=O)N(CCCN3CCOCC3)C2)cc1 (configuration not stated),-4,0,-12,-4,7,2,1
COc1ccc(Cl)cc1NC(=O)COC(=O)CCCN1C(=O)c2ccccc2C1=O,-13,2,-1,-15,·,-4,·
CCc1noc(C)c1C(=O)NNC(=O)c1ccc(Br)cc1,-5,2,-16,5,-7,-7,-1
Cc1ccc(C2C3C(=O)N(c4ccccc4)C(=O)C3N3CCCN23)cc1 (configuration not stated),-4,-1,-10,-2,·,2,·
COCCc1nc2ccc(C(=O)N3CCCCC3COC)cc2o1 (configuration not stated),9,4,-3,0,-1,-2,13
Cc1cc(C(=O)NCc2ccccc2Br)no1,-2,3,-19,·,13,4,8
OC[C@H]1Nc2ccc(-c3cccc(F)c3)cc2[C@@H]2[C@H]1CCN2Cc1ccc(F)cc1,24,3,-10,-11,33,8,19
Clc1cccc(NCc2nnc3n2CCCCC3)c1,12,-3,-12,-7,1,-6,1
COc1cccc(OCC(=O)NC2CCS(=O)(=O)C2)c1 (configuration not stated),-1,-3,-16,·,8,-2,0
Cc1noc(C)c1COc1ccc(C(=O)N2CCN(c3ccccc3O)CC2)cc1,2,3,5,3,17,1,-3
CCCn1c(=N)n(CC(O)c2ccc(C)cc2)c2ccccc21 (configuration not stated),-1,-3,4,-6,·,5,·
Cc1cc(C(=O)NNC(=O)c2cccs2)nn1C(C)(C)C,-3,-4,-9,·,·,-1,·
CCOC(=O)C1CCCN(C(=O)CN(c2ccc(OC)cc2)S(=O)(=O)c2c(C)noc2C)C1 (configuration not stated),4,0,2,-1,1,·,-2
Cc1ccc2cc(CN(C(=O)c3cccs3)c3ccccc3)c(=O)[nH]c2c1,-6,2,-7,-4,29,-1,0
CCN(CC)C(=O)Oc1cc(COC)nc(-c2ccccc2)n1,-12,-3,7,5,·,-3,·
Cc1cc(Nc2ccc(F)cc2F)n2ncnc2n1,-1,7,21,-1,8,·,-9
COc1cc(C(=O)NCCNC(=O)c2cnccn2)cc(OC)c1OC,0,3,-2,-6,0,-1,0
Cc1cc(C)cc(N(CC(=O)N2CCc3ccccc32)S(=O)(=O)c2c(C)noc2C)c1,-5,2,10,1,15,·,-2
C[C@H]1CN([C@@H](C)CO)C(=O)c2cc(NC(=O)Nc3ccc(C(F)(F)F)cc3)ccc2O[C@@H]1CN(C)C(=O)Nc1ccc2c(c1)OCO2,-2,-2,17,·,54,-3,4
CC(Sc1nccn1C)C(=O)Nc1ccc(Cl)cn1 (configuration not stated),1,4,-9,-2,-5,-2,·
COc1ccc(NC(=O)CNC(c2ccccc2)c2ccccc2)cc1,0,-1,9,3,5,1,-3
CC(C)OC(=O)c1sc2nc(-c3ccccc3)ccc2c1N,-2,1,-63,·,-8,-1,-46
CC1CCc2c(sc(NC(=O)c3cccs3)c2C(=O)O)C1 (configuration not stated),-27,1,-106,-3,·,0,·
CC(C)(C)c1ccc(COn2ccnc2)cc1,4,1,-21,-1,·,-1,·
